NPYLR7 agonist – activates Aedes aegypti NPYLR7 receptor | HEK293T NPYLR7/Galpha15, GCaMP6s calcium fluorescence | activation, % at 10 µM | actives 0.15% (n = 270,000); in the data active means activation above about 40%;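 further: 0% = vehicle and 100% = reference agonist at the receptor; some compounds past the cut are filed as inactive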
mcGAS inh – inhibitors of mouse cGAS | inhibition, % at 12.5 µM | Q8C6L5 | actives 0.15% (n = 160,000) | recombinant cGAS, Kinase-Glo ATP depletion luminescence;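 further: 0% = negative control wells and 100% = reference inhibitor with no enzyme activity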
hcGAS lum – inhibitors of human cGAS | recombinant h-cGAS, ATP depletion, Kinase-Glo luminescence | inhibition, % at 12.5 µM | actives 0.081% (n = 290,000) | AID 1259398;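 further: 0% = vehicle reaction and 100% = reaction without DNA for no activity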
Target sequence (Q8N884 whole entry, looked up): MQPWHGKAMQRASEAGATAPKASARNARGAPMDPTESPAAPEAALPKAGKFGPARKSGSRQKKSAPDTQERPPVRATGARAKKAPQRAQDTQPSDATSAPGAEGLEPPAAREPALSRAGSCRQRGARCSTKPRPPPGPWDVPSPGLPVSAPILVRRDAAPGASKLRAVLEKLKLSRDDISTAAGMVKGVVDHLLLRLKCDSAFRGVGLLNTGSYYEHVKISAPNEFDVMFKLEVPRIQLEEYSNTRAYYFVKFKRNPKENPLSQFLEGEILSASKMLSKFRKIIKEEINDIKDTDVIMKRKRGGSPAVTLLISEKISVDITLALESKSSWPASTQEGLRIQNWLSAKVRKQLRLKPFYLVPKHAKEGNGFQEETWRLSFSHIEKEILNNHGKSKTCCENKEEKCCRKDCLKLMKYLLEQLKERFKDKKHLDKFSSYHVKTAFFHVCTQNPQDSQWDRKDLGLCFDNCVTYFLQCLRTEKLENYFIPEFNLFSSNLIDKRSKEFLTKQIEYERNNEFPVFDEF
Starred values were filed as active, the others as inactive; . = not tested or not shown; & = joins results of further samples. Unless noted, no stated cut-off is given here; in the data, active means inhibition above about 40%; inactive means the rest.

SMILES	NPYLR7 agonist	mcGAS inh	hcGAS lum
Cc1cccc(C)c1NC(=O)c1cccc(CN(C)Cc2cnccn2)c1	-1	.	1
O=C(COc1ccc(Cl)cc1)Nc1ccc(F)c(NC(=O)C2CC2)c1	3	.	-6
CCOC(=O)c1cc(Cc2ccccc2)sc1NC(C)=O	17	-5	-10
COc1cccc(NC(=O)CN2CN(c3ccccc3)C3(CCN(C(=O)C4C[C@H]4c4ccccc4)CC3)C2=O)c1 (stereo not given in full)	9	-4	-2
CCOc1ccccc1C(=O)Nc1ccc(N2CCN(C(=O)NCC3CCCCC3)CC2)nc1	6	-7	-6
COc1ccc(OCCNC(=O)c2cccs2)cc1	-3	.	-1
CCOc1cccc2cc(C(N)=O)c(=Nc3cccc(F)c3)oc12	-5	.	-6
N#CC1C(=N)Oc2c(sc3ccccc23)C1c1ccc(C(F)(F)F)cc1 (stereo not given)	6	-6	-7
COc1ccc(/C=C/c2nn3c(=O)c(C)nnc3s2)cc1	10	.	-1
CC(=O)N1CCC([C@@H]2CN(C(=O)C3(C)CCCCC3)C[C@H]2CO)CC1	.	-4	-7
CN(C)CC1COCCN(Cc2ccccc2C#Cc2ccccc2)C1 (stereo not given)	3	.	-1
CC1=NN(C2(CNC(=O)c3ccccc3)CCCCC2)C(c2ccccc2)C1 (stereo not given)	-2	.	9
CC(=O)Nc1c(-c2cc(F)ccc2F)nc2ccccn12	-5	-8	-6
C=CCN(CC1CC(c2ccccc2Cl)=NO1)C(=O)c1cccc(F)c1 (stereo not given)	-9	-4	-4
CC(C)(C)c1ccc(C(=O)NCCNc2nc(-c3ccccc3)nc3ccccc23)cc1	21	-6	-4
CCOc1cc2c(cc1OCC)CN(CN1C(=O)c3ccccc3C1=O)CC2	7	.	-5
CCCc1nc(N2CCN(C(=O)Nc3ccccc3OC)CC2)c2c(-c3cccc(C(F)(F)F)c3)noc2n1	-6	-1	4
O=S(=O)(NC1=NCN(CCO)CN1)c1ccccc1	-1	.	-8
O=C(NCC1CCCCCC1)c1ccc(-c2ccc3c(c2)OCO3)s1	7	2	-3
O=c1[nH]c(SCc2c(F)cccc2Cl)nc2ccsc12	1	5	6
O=C(C1CNCCN1C(=O)c1ccc(Cn2ccnc2)o1)N1CCCC1 (stereo not given)	8	-13	1
O=C(c1sccc1Cl)N1CCc2onc(-c3ccccc3F)c2C1	2	.	-11
CCOc1ccc(C(=O)CCC(=O)Nc2nccn2CC2CC2)cc1	-1	-6	-1
FC(F)(F)c1cc(CO[C@H]2CCCN[C@H]2c2ccccc2)cc(C(F)(F)F)c1	12	-4	-5
COc1ccc(NC(=O)c2ccc(=O)n(Cc3ccccc3)c2)c(OC)c1	15	.	-10
Cc1cnccc1CN(C)C(=O)c1cn(Cc2ccc(Cl)cc2)nn1	10	.	-12
O=C(Nc1ccc(N2CCC(Cc3ccccc3)CC2)c(C(=O)NCCCN2CCOCC2)c1)c1ccc(Cl)cc1Cl	.	-6	-12
CCCC(O)CNC(c1nc(-c2ccc([N+](=O)[O-])cc2)no1)C(C)C (stereo not given)	10	-6	-5
N#CCCCN1CCN(C(=O)c2ccc(-c3cc(-c4ccc(Cl)cc4Cl)[nH]n3)cc2)CC1	-3	-7	-8
COc1ccc(OC(C)=O)c(/C=C2\N=C(c3cccc(C)c3)OC2=O)c1	-1	.	2

Single records (already shown):
O=S(=O)(NC1=NCN(CCO)CN1)c1ccccc1 is listed as NPYLR7 agonist = -1; mcGAS inh = .; hcGAS lum = -8
COc1ccc(NC(=O)c2ccc(=O)n(Cc3ccccc3)c2)c(OC)c1 is listed as NPYLR7 agonist = 15; mcGAS inh = .; hcGAS lum = -10
O=C(NCC1CCCCCC1)c1ccc(-c2ccc3c(c2)OCO3)s1 is listed as NPYLR7 agonist = 7; mcGAS inh = 2; hcGAS lum = -3

The results go on.
SMILES	NPYLR7 agonist	mcGAS inh	hcGAS lum
Clc1ccccc1CSCc1csc(Cc2ccc3c(c2)OCO3)n1	2	-5	-4
CC1=NN(C)c2nc3c(c(=O)n(Cc4ccc(Cl)cc4Cl)c(=O)n3C)n2C1	-7	.	-4
O=C(Cn1nnc2sc3c(c2c1=O)CCCC3)OC1CCCCC1	2	.	-4
Cc1cccc(-c2ccnc3nc(N4CCN(C(=O)c5ccc(C#N)cc5)CC4)nn23)c1	30	-7	-1
COc1cc2c(cc1OC)CN(C(=O)C(C)N1C(=O)c3ccc(C)cc3C1=O)CC2 (stereo not given)	11	.	-11
O=C(NCCn1ncc2c(N3CCOCC3)ncnc21)c1ccc(=O)oc1	0	-8	-11
Cc1ccccc1-c1noc(/C(C#N)=C\c2ccsc2)n1	39	-4	-20
Cc1ccc(S(=O)(=O)Oc2c(C)cccc2-c2nc3ncccc3o2)cc1	1	1	2
COc1ccc(-c2csc(=Nc3ccccc3F)n2NC(=O)CNc2ncc(C(F)(F)F)cc2Cl)cc1	-6	-1	1
COc1ccc(C2=NN(S(C)(=O)=O)C(c3ccco3)C2)cc1OC (stereo not given)	-4	-4	-3
N#Cc1ccc(CO[C@]2(C(=O)NCCN3CCCC3)CC(OCc3cccc(Cl)c3)[C@H](O)[C@H](O)C2)cc1 (stereo not given in full)	5	4	3
CCOc1ccccc1-c1nccn1CCSc1nnnn1C	-2	-9	-1
CN(C)CCCN(C(=O)C1=COCCO1)c1nc2ccc(F)cc2s1	0	-8	-4
Cc1cc(C)n2cc(CSc3ccc(Cl)cc3)nc2n1	-7	1	0
O=C(NCCN1CCOCC1)c1cc(-c2ccc(F)cc2)n2nc(-c3ccccc3)cc2n1	-9&3	-9&-5	-11&-2
O=S(=O)(NCc1cn(Cc2ccccc2)nc1-c1ccccc1)c1cccc(F)c1	6	-9	-5
CCc1nc2c(OCCOc3ccc(F)cc3)cccn2c1N(C)C(=O)C(C)C	0	-2	-4
CN(Cc1cccc(Cl)c1)Cn1nc2n(C)c(=O)c3ccccc3n2c1=S	13	-7	-1
CC(=O)c1ccc(C(=O)N(Cc2cccnc2)c2nc3c(Cl)cccc3s2)cc1	-6	-5	1
O=C(Nc1ccccc1)C1CCCN1c1ncnc2ccccc12 (stereo not given)	1	.	1
Cc1ccc2oc(-c3cc(N)ccc3Cl)nc2c1	0	-5	-2
COc1ccc(CCOC(=O)C2CCCCN2C(=O)c2cccc([N+](=O)[O-])c2)cc1OC (stereo not given)	29	-6	-4
C#Cc1ccc(NC(=O)C2(C)CCN2C(=O)C2(c3ccccc3)CC2)cc1 (stereo not given)	0	-3	-3
CN(C(=O)c1cccs1)c1ccccc1C(=O)N[C@@H]1C[C@@H](CO)N(C)C1	9	-16	-6
COc1ccc(CCNC(=O)c2cc(-c3ccc(Cl)cc3)n(-c3ccc(F)cc3)c2C)cc1OC	12	-4	2
CCC(CO)N(Cc1cccc(F)c1F)c1ccccc1 (stereo not given)	0	.	-10
COc1cc(=O)n(-c2ccccc2C)nc1C(=O)NC(C)C	4	.	-9
O=C(Nc1ccccc1O)c1cc(S(=O)(=O)N2CCOCC2)ccc1Cl	-4	1	3
C=CCn1c(-c2ccc([N+](=O)[O-])cc2)nc2nc3ccccc3nc21	-2	-6	-5
COc1ncccc1C(=O)NCCCN1CCC(O)CC1	4	.	-14
CC(c1nc(C(C)(C)C)no1)S(=O)CC(=O)NC(C)(C)C (stereo not given)	2	.	-15
CC(C)C(C)N(Cc1ccc2c(c1)OCO2)Cc1nc(C(=O)NCCN2CCOCC2)co1 (stereo not given)	18	-4	0
O=C(NCc1ccc(Oc2ccccc2)cc1)c1nc(-c2cc(Br)c(O)c(Br)c2)no1	-3	0	4
CCCCc1ccc(C(=O)N2CCCC(C(=O)NC3CCCC[C@H]3NC(=O)c3ccccc3C)C2)cc1 (stereo not given in full)	27	-5	-4
CC(NC(=O)c1cccc2ccccc12)c1ccccc1F (stereo not given)	1	-13	1
CC(C)c1cc(Nc2ccc(S(N)(=O)=O)cc2)cc(C(C)C)c1O	2	.	0
COc1cc(C(C)=O)ccc1OS(=O)(=O)c1cn(C)c(=O)n(C)c1=O	-2	-8	-8
COc1ccccc1N1CCN(c2ncnc3c2CCNC3)CC1(C)C	7	-11	-4
CCOC(=O)c1nn(-c2ccccc2Cl)c(=O)cc1OS(=O)(=O)c1ccc(C)c(C)c1	0	-7	-6
Cc1ccc2c(C)c(C(=O)NCCc3ccco3)oc2c1C	-2	-6	2
CSc1nc2ncc3c(=O)n(CCN4CCOCC4)ccc3n2n1	3	.	-8
CCOc1ccccc1S(=O)(=O)NCC1CCN(Cc2ccsc2)CC1	-7	.	4
CCOC(=O)CNC(=O)N1CCN(c2cc(Oc3ccc(F)c(F)c3)ncn2)CC1C (stereo not given)	.	-5	-4
CC1CCCN(CCN2CCC(C(O)c3ccccc3)CC2)C1 (stereo not given)	5	.	-6
O=C(CN1CCCC2(CCc3ccccc32)C1)N1CCN(c2ccccc2)CC1 (stereo not given)	-3	.	2
COc1ccc(S(=O)(=O)NCc2ccco2)c(C)c1C	8	-4	1
Cn1cc(C(CC(=O)NCc2ccc3c(c2)OCO3)c2ccccc2C(F)(F)F)c2ccccc21 (stereo not given)	33	-4	-10
O=c1ccc2cc(S(=O)(=O)NCc3ccc4c(c3)OCO4)ccc2o1	1	-6	-7
CCN(CC)c1nc(-c2cccs2)nc2ccccc12	.	-2	-3
O=S1(=O)NC(=NCCC(c2ccccc2)c2ccccc2)c2ccccc21	9	-2	-2
COc1cc(C=NNC(=O)c2sc(N)c(C#N)c2C)ccc1OCc1ccc(Cl)cc1Cl	0	-6	-1
O=C(Cc1ccccc1)Nn1c(=S)[nH]c2ccccc2c1=O	-4	.	4
CC1(C)CC(N2CCCC2)=CC(=[N+]2CCCC2)C1	7	.	-5
CCn1cc(CN2CCCC(C(=O)c3ccc4c5c(cccc35)CC4)C2)c(C)n1 (stereo not given)	13	-8	-5
O=c1ccc(-c2cccnc2)nn1CCNS(=O)(=O)c1cc(Cl)ccc1Cl	-4	.	1
COc1cccc(C(=O)N(CCN2CCOCC2)Cc2nccn2Cc2ccc(F)cc2)c1	3	-4	-6
Cc1cc([N+](=O)[O-])cc(S(=O)(=O)N(Cc2ccccc2F)C2CC2)c1C	-3	-9	-4
O=C(CN1CCOC1=O)NC1CC(=O)N(CCc2cccc(Cl)c2)C1 (stereo not given)	-5	.	-2
O=C(c1cccc2c1OCC2)N1CCN(Cc2ccccc2CO)CC1	6	.	-4
COc1cc(-c2cnnc(NCCCn3cccn3)n2)cc(OC)c1OC	-8	.	0

Entries from the list above that contain a furan ring, fused or not:
SMILES	NPYLR7 agonist	mcGAS inh	hcGAS lum
O=C(C1CNCCN1C(=O)c1ccc(Cn2ccnc2)o1)N1CCCC1 (stereo not given)	8	-13	1
COc1ccc(C2=NN(S(C)(=O)=O)C(c3ccco3)C2)cc1OC (stereo not given)	-4	-4	-3
Cc1ccc2c(C)c(C(=O)NCCc3ccco3)oc2c1C	-2	-6	2
COc1ccc(S(=O)(=O)NCc2ccco2)c(C)c1C	8	-4	1

Following part
SMILES	NPYLR7 agonist	mcGAS inh	hcGAS lum
Cc1sc2nc(CN3CCN(S(=O)(=O)c4ccccc4F)CC3)nc(N)c2c1C	0	-3	3
CCn1cc(CN2C[C@@H](C(=O)O)C[C@@H](C(=O)Nc3ccc(F)cc3)C2)cn1	8	.	-7
CC1CCc2c(sc(NC(=O)c3ccc(=O)n(C)n3)c2C(N)=O)C1 (stereo not given)	6	.	-1
Cc1cccc(Cn2c(CN)n[nH]c2=O)c1	.	-11	-3
CN(C)C(CNC(=O)C1CCN(S(=O)(=O)c2cccc(C(F)(F)F)c2)CC1)c1cccs1 (stereo not given)	0	-1	-1
N#CCn1c2ccccc2c2nc3ccccc3nc21	1&9	-4	-12&-6
CCc1cn[nH]c1C1CCCN(C(=O)CCn2c(=O)[nH]c3ccccc32)C1 (stereo not given)	0	.	-4
CCOc1ccc(-c2nc(-c3ccc([N+](=O)[O-])cc3)no2)cc1	-9	-6	-7
COc1ccc(CCN2C(=O)CC(N3CCN(c4ncccn4)CC3)C2=O)cc1OC (stereo not given)	2	.	4
COc1nc2c(cc1C(=O)N1CC(c3cccnc3)C1)CCC2	3	.	-4
CC1(C(=O)NS(=O)(=O)Cc2cccc(Cl)c2)CCN1C(=O)Cc1ccc(Cl)cc1Cl (stereo not given)	3	.	-7
COc1ccc(OC)c(-c2cc3ccc4c(c3oc2=O)CN(Cc2cccnc2)CO4)c1	3	-7	-4
COc1ccc2sc(N(Cc3ccccn3)C(=O)c3ccc([N+](=O)[O-])s3)nc2c1	-7	-1	4
CCCN(CC(=O)N1CC(=O)N(c2ccc(Cl)cc2)C1)C(=O)Nc1c(C(C)C)cccc1C(C)C	6	-9	-3
c1ccc(-c2nccc3c2nnc2c(-c4ccccc4)cnn23)cc1	-8	.	-4

Structures shown so far with an aryl thioether with sulfur outside any ring (four):
SMILES	NPYLR7 agonist	mcGAS inh	hcGAS lum
O=c1[nH]c(SCc2c(F)cccc2Cl)nc2ccsc12	1	5	6
CCOc1ccccc1-c1nccn1CCSc1nnnn1C	-2	-9	-1
Cc1cc(C)n2cc(CSc3ccc(Cl)cc3)nc2n1	-7	1	0
CSc1nc2ncc3c(=O)n(CCN4CCOCC4)ccc3n2n1	3	.	-8

More structures follow:
SMILES	NPYLR7 agonist	mcGAS inh	hcGAS lum
COc1ccc(C(CC(=O)N2CCC(Cc3ccccc3)CC2)c2cn(C)c3ccccc23)cc1OC (stereo not given)	4	-4	-6
CC(=O)NCC1=CCCN(CCn2cccc2)C1	4	-11	-6
COc1ccc(CN2Cc3cc(NC(=O)c4c(OC)cccc4OC)ccc3OCC2=O)c(OC)c1	.	2	5
Cc1cn2c3c(=O)n(C)c(=O)n(C)c3nc2n1-c1ccccc1O	-2	.	6

Bioassay records from PubChem BioAssay.
